CHT PAM – human CHT allosteric activation. AID 488977. B-score at 10 µM. CHT-expressing cells, membrane potential dye, choline EC20; hits give high values; LV-AA mutant CHT in HEK293 cells. actives 0.49% (n = 310,000). Q9GZV3;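 active means initial fluorescence not abnormally high and integrated response B-score, plate-corrected, over 3 SD above library mean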
Target sequence (Q9GZV3 whole entry, looked up): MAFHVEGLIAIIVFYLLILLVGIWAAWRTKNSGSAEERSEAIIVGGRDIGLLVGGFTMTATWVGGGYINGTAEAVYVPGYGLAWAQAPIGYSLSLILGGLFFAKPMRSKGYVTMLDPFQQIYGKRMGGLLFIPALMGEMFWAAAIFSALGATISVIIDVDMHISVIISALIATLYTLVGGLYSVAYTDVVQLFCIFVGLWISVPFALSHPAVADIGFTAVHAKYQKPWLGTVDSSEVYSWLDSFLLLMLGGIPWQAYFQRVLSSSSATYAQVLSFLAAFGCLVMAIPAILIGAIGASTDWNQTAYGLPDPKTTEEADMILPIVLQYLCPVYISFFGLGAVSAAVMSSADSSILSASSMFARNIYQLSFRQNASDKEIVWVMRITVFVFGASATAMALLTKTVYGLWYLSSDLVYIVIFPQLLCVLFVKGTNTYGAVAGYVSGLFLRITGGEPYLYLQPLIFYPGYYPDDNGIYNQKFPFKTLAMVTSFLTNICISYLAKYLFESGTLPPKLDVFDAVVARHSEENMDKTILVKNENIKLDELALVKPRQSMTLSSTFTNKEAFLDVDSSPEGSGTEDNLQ
OX1R antag – blocks the human orexin 1 receptor; CHO/OX1R cells, Fluo-8 calcium fluorescence, orexin A; O43613; actives 0.43% (n = 330,000); inhibition, % at 5 µM; AID 434989;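 active means inhibition above its plate's threshold, mean inhibition of all tested compounds on the plate plus 3 SD, cut at about 37% in these data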;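 further: 0% = orexin A challenge wells and 100% = SB-334867-A antagonist wells; not every result past the cut was called active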
Target sequence (O43613 whole entry, looked up): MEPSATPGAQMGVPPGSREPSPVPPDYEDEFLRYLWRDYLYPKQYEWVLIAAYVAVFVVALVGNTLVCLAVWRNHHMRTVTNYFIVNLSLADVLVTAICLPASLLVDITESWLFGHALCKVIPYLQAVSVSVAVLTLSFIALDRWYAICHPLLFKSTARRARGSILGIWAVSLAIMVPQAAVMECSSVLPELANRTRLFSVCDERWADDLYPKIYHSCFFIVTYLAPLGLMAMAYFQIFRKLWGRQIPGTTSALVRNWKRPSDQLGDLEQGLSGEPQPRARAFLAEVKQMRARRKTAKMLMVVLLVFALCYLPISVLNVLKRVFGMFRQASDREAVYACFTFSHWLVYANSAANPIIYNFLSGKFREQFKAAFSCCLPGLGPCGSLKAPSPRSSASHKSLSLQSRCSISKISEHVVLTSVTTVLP
* = called active by the depositor; i = inactive; / = no result given.

A first look (4 entries):
Structure	CHT PAM	OX1R antag
CCn1c(SCC(=O)N/N=C/c2cc(OC)c(O)c(OC)c2)nc2ccccc21	i	8
O=C(O)C(c1ccccc1)C(c1ccccc1)c1ccccc1 (stereo not given)	i	-7
Cc1nnc(NC(=O)c2ccc(S(=O)(=O)N(C)c3ccccc3)cc2)s1	/	-6
Cc1cc(C)n2nc(C(=O)N3CCN(c4ccc([N+](=O)[O-])cc4)CC3)nc2n1	i	-12

The list itself (from the top)
Structure	CHT PAM	OX1R antag
CCn1c(SCC(=O)N/N=C/c2cc(OC)c(O)c(OC)c2)nc2ccccc21	i	8
O=C(O)C(c1ccccc1)C(c1ccccc1)c1ccccc1 (stereo not given)	i	-7
Cc1nnc(NC(=O)c2ccc(S(=O)(=O)N(C)c3ccccc3)cc2)s1	/	-6
Cc1cc(C)n2nc(C(=O)N3CCN(c4ccc([N+](=O)[O-])cc4)CC3)nc2n1	i	-12
Cc1c(Cl)c([N+](=O)[O-])nn1CC(=O)NCc1ccco1	i	-1
CC(C)CNC(=O)COC(=O)Cc1ccc(Cl)cc1	i	-9
Cc1ccc(N(C(C)C(=O)NCc2ccncc2)S(C)(=O)=O)cc1C (stereo not given)	i	-5
Cc1nnc(SCc2cn3ccsc3n2)n(N)c1=O	i	-1
CCN(CC(=O)NCc1cccs1)C(=O)c1ccc(C)o1	/	-1
CCN(CC(=O)Nc1c(F)cccc1F)C(=O)c1cccc(S(=O)(=O)N2CCCCCC2)c1	/	-15
CCOc1ccc(S(=O)(=O)N2CCCCC2)cc1NC(=O)CC1OC(=O)c2ccccc21 (stereo not given)	i	-35
Cc1ccc(C(=O)N/N=C/c2sc(=O)n(Cc3cccc(C(=O)O)c3)c2Cl)cc1	i	-15
Cn1c(=O)c2c(nc(NCCNC(=O)c3ccco3)n2Cc2ccccc2)n(C)c1=O	i	1
CCN(CC)C(=O)c1sc(NC(=O)c2cccnc2)c(C(=O)OC)c1C	i	-26
Cc1n[nH]c(C)c1N1C(=O)c2cccc3c(N4CCCCCC4)ccc(c23)C1=O	i	90*
COc1cc2c(cc1NC(=O)COC(=O)CNS(=O)(=O)c1ccc(C)cc1)oc1ccccc12	i	-8
COc1ccc2c(c1)C(C)=CC(C)(C)N2S(=O)(=O)c1ccc(C)cc1	7.9*	-11
COc1ccc(NC(=O)C2CCCN(S(=O)(=O)c3c(C)[nH]c(=O)[nH]c3=O)C2)cc1OC (stereo not given)	i	-14
O=C(N[C@H]1C/C=C\C[C@@H](CC(=O)N(CCO)Cc2ccccc2)C(=O)NC[C@H](c2ccccc2)OC1=O)OCC1c2ccccc2-c2ccccc21	/	-14
CCOc1ccccc1NC(=O)CCS(=O)(=O)c1ccc(Br)cc1	i	-33
O=C(NC1CCCCCC1)C1CCN(S(=O)(=O)c2cccc3cccnc23)CC1	i	-9
COc1ccc(N2CCCC2)c(NC(=O)c2ccc(Br)o2)c1	i	-35
O=C(Nc1ccc(F)cc1)C1CCCN(C2=NS(=O)(=O)c3ccccc32)C1 (stereo not given)	/	-15
CCCCC(OC(=O)c1cc2occc2n1C)C(=O)NCC1CCCO1 (stereo not given)	i	-20
CC(C)=NOC(=O)c1ccc(-c2ccccc2)cc1	i	-7
N#CNC(=Nc1ccccc1F)SCc1ccc(C(=O)O)cc1	i	4
O=C(O)C1CC(O)CN1S(=O)(=O)c1cccs1 (stereo not given)	i	-10
CCOC(=O)N1CCN(C(=O)c2ccc(NC(=O)c3ccc(C)cc3)cc2)CC1	i	-27
O=c1[nH]c2ccc(S(=O)(=O)N3CCN(c4ccccc4)CC3)cc2[nH]c1=O	i	-1
COc1cc2ccccc2cc1C(=O)Nc1ccc(CN2CCOCC2)cc1	i	-15
O=C(NCc1ccc2c(c1)OCO2)c1ccc(Br)o1	i	8
CCOC(=O)CSc1nnnn1-c1cc(OC)ccc1OC	i	5
Cc1n[nH]c(=O)nc1NCc1ccco1	i	-10
COc1ccc(-c2nnn(CC(=O)NCCc3c[nH]c4ccccc34)n2)cc1OC	i	1
Cc1ccsc1C(=O)N1CCCC(CO)(Cc2ccccc2F)C1 (stereo not given)	i	-14
O=C(C[C@H]1C/C=C\CC[C@@H](Cc2ccc(F)cc2)C(=O)OC[C@H]2CCCN2C1=O)NCCO	/	-14

Reprinted at random: 3 compounds from above
Structure	CHT PAM	OX1R antag
COc1ccc(-c2nnn(CC(=O)NCCc3c[nH]c4ccccc34)n2)cc1OC	i	1
Cc1ccsc1C(=O)N1CCCC(CO)(Cc2ccccc2F)C1 (stereo not given)	i	-14
O=C(O)C1CC(O)CN1S(=O)(=O)c1cccs1 (stereo not given)	i	-10

Further compounds:
Structure	CHT PAM	OX1R antag
Cc1nc([N+](=O)[O-])c(NCCCO)n1Cc1ccccc1	i	-11
CCC(CC)C(=O)Nc1nnc(S(=O)(=O)N2CCc3ccccc32)s1	i	-14
c1ccc(Cc2nc3ccccc3o2)cc1	i	5
O=C(CN1CCN(c2nc(-c3ccccc3)cs2)CC1)NCc1ccc2c(c1)OCO2	i	-17
CCC(C(=O)NC1CCCC1)n1nc(C)n2c(cc3occc32)c1=O (stereo not given)	i	-26
CCOc1ccc(N=CC2=C(O)CC(c3ccco3)CC2=O)cc1 (stereo not given)	i	-25
Nc1cc(N)nc(SCC(=O)NC(=O)NC2CCCC2)n1	/	-2
Cc1ccc(NC(=O)/C=C/c2ccc([N+](=O)[O-])s2)cc1	i	-5
COc1ccccc1CN1CC(C(=O)N(C)Cc2[nH]c3ccccc3c2C)CCC1=O (stereo not given)	i	-11
COc1ccc(C(=O)OCC(=O)NC(C)(C)C)cc1[N+](=O)[O-]	i	9
COc1cc([N+](=O)[O-])ccc1NC(=O)NNC(=O)C(C)Oc1ccc(F)cc1F (stereo not given)	i	-19
CC(C)c1ccc(NC(=O)C2CCCN(S(=O)(=O)c3cccnc3)C2)cc1 (stereo not given)	i	-27
Cc1ccc2c(C(=O)CN3CCC(C(N)=O)CC3)c(C)[nH]c2c1	i	-6
COc1ccc(OC(C)C(=O)Nc2cccnc2)cc1 (stereo not given)	i	5
c1ccc(Cn2nnc3c(Nc4ccc5c(c4)OCO5)nc(C4CC4)nc32)cc1	i	-18
COC(=O)c1cc(COc2ccc3c4c(c(=O)oc3c2)CCCC4)c(C)o1	i	-22
S=c1oc(-c2ccncc2)nn1CCc1ccncc1	i	-7
CN(CC(=O)NC1CC(C)(C)NC(C)(C)C1)S(=O)(=O)c1ccc(Br)cc1	i	-5
N=c1sccn1CC(=O)NCCc1ccc(Cl)cc1	i	-1
Cc1cc(C)c2cc(C#N)c(SCC(=O)Nc3ccc4c(c3)OCO4)nc2c1	i	-18
CCCOc1ccc(CC(=O)N/N=C\c2ccc(F)cc2)cc1	i	-26
O=C(Nc1ccc(Oc2ccccc2)nc1)C1CCCCN1Cc1cccc(OCCO)c1 (stereo not given)	i	2
CC(=O)C1=C(C)NC(=S)NC1c1cc([N+](=O)[O-])ccc1O (stereo not given)	i	-3
C#CCOCCOCCOCCNc1nc(N2CCN(C(=O)[C@H](CCC(=O)O)n3cc(C(N)Cc4ccc(O)cc4)nn3)CC2)nc(N2CCN(C(=O)[C@H](Cc3cc4ccccc4[nH]3)n3cc(C(N)CC(C)C)nn3)CC2)n1 (stereo not given in full)	i	-15
Cc1cc(C=O)c(C)n1-c1ccc(N2CCOCC2)c([N+](=O)[O-])c1	i	-15
Cc1cc([N+](=O)[O-])nn1CC(=O)NCc1ccc(Cl)cc1	i	-2
COc1ccccc1CNC(=O)c1ccc2c(=O)n3c(nc2c1)CCCCC3	i	-15
O=C(N/N=C/c1ccc(Cl)cc1Cl)c1ccncc1	i	-10
CCCCC(=O)Nc1cnc(NC(=O)c2cccs2)cc1C	i	-14
Cc1[nH]c2ccc(C(=O)OCCN(C)C)cc2c1C	i	-4
CC1CCN(c2ccc(C(=O)NCc3ccc4c(c3)OCO4)cc2[N+](=O)[O-])CC1	i	-20
Cc1nnc(NC(=O)CCCCCN2C(=O)C3C4C=CC(C4)C3C2=O)s1 (stereo not given)	i	-15
CCN1CCN(C(=S)NCc2ccc(C)cc2)CC1	i	-14
C/C(=N\NC(=O)C(N)=O)c1ccc2c(c1)OCCO2	i	-8
CCC1CCCCN1C(=O)CSc1nc2c([nH]c3ccccc32)c(=O)n1C (stereo not given)	i	-22
O=C(OCC(=O)c1ccc(Cl)s1)c1ccc2ccccc2n1	i	-21

Later entries.
Second line of a record: CHT PAM	OX1R antag
CCOc1ccc(S(=O)(=O)Nc2ccc(S(=O)(=O)Nc3cc(OC)ccc3OC)cc2)cc1
  i	1
CC1=NN(C(=O)c2ccc(Cn3nc(C)cc3C)o2)C(O)(C(F)(F)F)C1 (stereo not given)
  i	-6
NS(=O)(=O)c1ccc(CNC(=O)c2ccc(Cl)cc2[N+](=O)[O-])cc1
  i	-5
COc1ccc(OC)c(C(=O)Nc2c(O)ccc3ccccc23)c1
  i	-37
CCNC(=S)N/N=C(\C)c1cc2ccccc2o1
  i	-9
COc1ccc(CNC(=O)CN(C)CC(=O)Nc2ccccc2Br)cc1
  /	-24
CC1=C(C(=O)Nc2ccccc2C)C(c2ccccc2)NC(=O)N1 (stereo not given)
  i	-11
CN1CCN(c2ccc(NC(=O)c3ccc([N+](=O)[O-])o3)cc2Cl)CC1
  i	-7
COc1ccc(N2CC(C(=O)N3CCN(C)CC3)CC2=O)cc1 (stereo not given)
  i	-25
CC(NC(=O)c1ccco1)C1CCCO1 (stereo not given)
  i	13
CSc1cccc(NC(=O)Cc2ccccc2[N+](=O)[O-])c1
  i	-16
O=C(NC(=S)Nc1ccc(S(=O)(=O)Nc2nccs2)cc1)c1ccc(Br)o1
  i	-36
O=C(NCCN1C(=O)S/C(=C\c2ccccc2F)C1=O)C1=COCCO1
  i	-25
Cc1[nH]nc2c1C(C(C)c1ccccc1)C(C#N)=C(N)O2 (stereo not given)
  i	2
COc1ccccc1OCCC(=O)OCC(=O)Nc1cc(S(=O)(=O)N(C)C)ccc1Cl
  i	-31
CCOC(=O)CC1COCCN1Cc1cn(C)nc1-c1ccccc1F (stereo not given)
  i	-15
CCC(C)C(NC(=O)OCc1ccccc1)C(=O)NCC(c1ccccc1)N(C)C (stereo not given)
  i	-24
COc1cccc(-n2nnc3c(=O)n(CC(=O)Nc4ccccc4C)cnc32)c1
  i	-13
Cc1ccccc1NS(=O)(=O)c1nnc(NC(=O)c2ccc(Br)cc2)s1
  i	-11
CCN(CC)C(=O)[C@H]1C[C@H](CC(=O)NCC23CC4CC(CC(C4)C2)C3)C(=O)N2CCc3c([nH]c4cc(CCC(=O)N(C)C)ccc34)[C@]12C
  /	-27
CC(C)Oc1ccc(C(=O)Nc2c3c(nn2C(C)(C)C)CS(=O)(=O)C3)cc1
  i	-10
C/C(=N/NS(=O)(=O)c1ccc(F)cc1)c1ccncc1
  i	-8
COCCNC(=O)c1ccccc1NS(=O)(=O)c1ccc(Br)s1
  i	5
Cc1ccc(Cn2c(C)nc3c(c2=O)c2nc4ccccc4nc2n3Cc2ccco2)cc1
  i	-16
C[C@]12c3[nH]c4cc(-c5ccco5)ccc4c3CCN1C(=O)[C@@H](CC(=O)NCCCn1ccnc1)C[C@@H]2C(=O)N1CCOCC1
  /	-6
Cc1ccc(-c2nc(CN3CCCCC3CCN3CCCC3=O)c(C)o2)o1 (stereo not given)
  i	-28
COc1c(Cl)cc(-c2noc(C)c2C(=O)NCCc2ccc(C)cc2)cc1Cl
  i	-57
S=C(Nc1ccc2nsnc2c1)N1CCCCCC1
  i	-17
Cc1cc(=O)oc2c1c(C)nn2-c1cccc(Cl)c1
  i	-17
COc1ccc(CN(C)c2nc(-c3cccnc3)nc3ccccc23)cc1OC
  i	-24
S=C(Nc1cccc2ccccc12)N1CCN(c2ncccn2)CC1
  i	-24
Cc1ccc(S(=O)(=O)N(CC(=O)NCC2CCCO2)c2cccc([N+](=O)[O-])c2)cc1 (stereo not given)
  i	-7
COc1ccccc1C(=O)Oc1ccccc1C(=O)Nc1ccccc1
  i	-11
Fc1cc2nccnc2cc1N1CCSCC1
  i	-9
Cc1ccc(O)c(C(CC(=O)N2CCCC2)c2ccccc2)c1 (stereo not given)
  i	-26
CCOC(=O)C1=C(CN2CCOCC2)NC(=O)NC1c1cccc([N+](=O)[O-])c1 (stereo not given)
  i	2
COc1ccc(-c2cc(=O)n(-c3nc4ccccc4[nH]3)[nH]2)cc1
  i	-30
COc1cc(CCC(=O)N2CCN(c3ccccc3Cl)CC2)cc(OC)c1OC
  i	/
CSc1nc2c(c(-c3ccc(O)cc3)c1C#N)CCC2
  i	9
Cc1ccoc1C(=O)N1CCCC(CCC(=O)N2CCN(c3ccccn3)CC2)C1 (stereo not given)
  i	-48

One compound at a time, as listed above. Order of screens: CHT PAM | OX1R antag
`Cc1ccc(Cn2c(C)nc3c(c2=O)c2nc4ccccc4nc2n3Cc2ccco2)cc1` in the list: i | -16
`C[C@]12c3[nH]c4cc(-c5ccco5)ccc4c3CCN1C(=O)[C@@H](CC(=O)NCCCn1ccnc1)C[C@@H]2C(=O)N1CCOCC1` in the list: / | -6
`Cc1ccc(S(=O)(=O)N(CC(=O)NCC2CCCO2)c2cccc([N+](=O)[O-])c2)cc1` (stereo not given) in the list: i | -7
`S=C(Nc1cccc2ccccc12)N1CCN(c2ncccn2)CC1` in the list: i | -24

Later entries:
Second line of a record: CHT PAM	OX1R antag
Cn1c(=O)c2ncn(CC(=O)NCCOc3ccccc3)c2n(C)c1=O
  i	13
O=S(=O)(c1ccc(NCC2CCCCC2)nc1)N1CCOCC1
  i	-25
COc1ccc(C(=O)NCC(=O)OCC(=O)NCc2cccs2)cc1
  i	-13
CCOC(=O)c1sc(NC(=O)CSc2nc(C)cc(-c3ccccc3)n2)c(C#N)c1C
  i	-14
CCCNC(=O)C(Cc1ccc(F)cc1)NC(=O)c1ccccc1 (stereo not given)
  /	-25
Cc1cccnc1NC(=O)c1c(O)c2ccccc2n(C)c1=O
  i	-11

Screens deposited in PubChem BioAssay by several laboratories.

Outcome played no part in choosing rows; 0.8% or so of the library scored in one or more.
